Screening data deposited in PubChem by ICCB-Longwood Screening Facility, Harvard Medical School.
Polio RdRp inh = poliovirus RdRp elongation inhibitors, primary screen, biochemical, fluorescence polarization, total intensity; poliovirus polymerase elongation; stronger effect = lower value; % elongation, % (compound at 16.7 µg/mL); Genome polyprotein (Poliovirus type 1 (strain Mahoney)), P03300; hit rate 0.66% among 150,000; in the data active = % elongation below about 90%; note: some results filed as inactive read as strong as hits
Target sequence (P03300 1749-2209 limits assumed): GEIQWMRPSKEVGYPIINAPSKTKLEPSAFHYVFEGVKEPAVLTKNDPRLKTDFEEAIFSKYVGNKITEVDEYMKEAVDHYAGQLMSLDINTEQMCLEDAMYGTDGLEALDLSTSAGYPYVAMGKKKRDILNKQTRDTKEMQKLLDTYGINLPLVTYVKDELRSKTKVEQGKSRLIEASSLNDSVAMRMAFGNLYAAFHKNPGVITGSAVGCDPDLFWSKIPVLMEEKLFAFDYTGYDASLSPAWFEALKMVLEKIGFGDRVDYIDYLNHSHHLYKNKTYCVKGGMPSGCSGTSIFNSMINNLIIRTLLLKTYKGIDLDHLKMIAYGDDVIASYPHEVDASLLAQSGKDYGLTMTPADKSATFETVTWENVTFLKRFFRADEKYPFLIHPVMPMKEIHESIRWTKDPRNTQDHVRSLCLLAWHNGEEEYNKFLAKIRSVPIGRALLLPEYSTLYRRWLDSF
Polio RdRp inh FP z-score = second read-out of Polio RdRp inh, no call of its own (marks repeat the call); z-score; measured here: FP z-score; hits read low
* = called active by the depositor; & = joins results of further samples. These rows are one share of the data; count on the stated rates, not on these rows.

Molecule,Polio RdRp inh,Polio RdRp inh FP z-score
COC(=O)c1ccc(NC(=O)CCc2c(C)nn(-c3ccc(N4CCOCC4)nn3)c2C)cc1,106,-0.1
Cc1ccc(CN2C(=O)C3(SCC(=O)N3c3ccc(C)c(C)c3)c3ccccc32)cc1 (stereo unspecified),99,-1.2
O=C(CCN1N=C(c2ccccc2)CCC1=O)N1CCC2(CC1)OCCO2,99,-1.4
CCn1cnc2sc(C)c(C)c2c1=O,105,1.4
Cc1ccc(NC(=O)c2c(C)oc3ccc(O)c(CN4CCCCCC4)c23)cc1,106,-0.4
CCOC(=O)C1=C(O)CN(C)C1=O,100,-0.4
COc1cc(-c2nnc(SCC(=O)NC(C)C)o2)cc(OC)c1OC,109,0.4
O=C(CCOc1ccccc1)Nc1nc2cc3c(cc2s1)OCO3,97,-1
CCN(CC)S(=O)(=O)c1ccc(C(=O)N(Cc2ccccc2)C(C)C)cc1,104,1.1
Cc1csc(=Nc2ccccc2)n1-c1ccccc1,105,1.1
CCOc1ccc(-c2nc3ccc(Br)cc3c(C(=O)O)c2C)cc1,104,0.2
CN(c1ccc(-c2csc(NC(=O)CCCc3nc4ccccc4c(=O)[nH]3)n2)cc1)S(C)(=O)=O,101,-0.1
CCC(Cn1nnc2ccccc2c1=O)NC(=O)Nc1ccccc1OC (stereo unspecified),107,0.2
COc1ccc(C)cc1NC(=O)COCc1cc(-c2cccs2)on1,108,0.2
Cc1cc2oc(=O)cc(-c3cc4ccccc4o3)c2cc1O,105,1
O=C(O)COc1nc(-c2ccccc2)sc1C(=O)O,99,-0.7
COc1ccccc1C(=O)COC(=O)c1ccc(CN2CCCC2=O)cc1,100,-0.4
CCNC(=O)c1c(-c2c(Cl)cccc2Cl)noc1C,104,0.4
CCCNC(=O)CSc1nnc(-c2cccs2)o1,102,0.2
CN1/C(=C\C=C(C#N)C#N)C(C)(C)c2ccccc21,44,-4.7
CC(=O)N1CCCc2cc(S(=O)(=O)N3CCC(C(=O)NC4CCC(C)CC4)CC3)ccc21 (stereo unspecified),103,-0.9
COC=Nc1c(C(=O)OC)n(Cc2ccccc2)c2ccccc12,101,-0.1
O=C1C2CC=CCC2C(=O)N1CC(=O)N1N=C2/C(=C/c3cccs3)CCCC2C1c1cccs1 (stereo unspecified),99,-0.4
CCN1C(=O)CSc2ccc(C(=O)NCCc3ccc(OC)c(OC)c3)cc21,100,-0.6
O=C1c2ccccc2C(=O)N1C1c2ccccc2Oc2ccccc21,107,0.4

Structural class: the entries above containing a halogen.
Molecule,Polio RdRp inh,Polio RdRp inh FP z-score
CCOc1ccc(-c2nc3ccc(Br)cc3c(C(=O)O)c2C)cc1,104,0.2
CCNC(=O)c1c(-c2c(Cl)cccc2Cl)noc1C,104,0.4

The results go on:
Molecule,Polio RdRp inh,Polio RdRp inh FP z-score
CCOC(=O)C1(C(=O)OCC)CCC1,97,-1.1
O=C(CC1N=C2c3ccccc3N=C(SCc3cccc(Cl)c3)N2C1=O)NCc1ccc2c(c1)OCO2 (stereo unspecified),105,-0.1
Cc1ccc2[nH]c3c(=O)n(CC(=O)N(C)Cc4ccccc4)ncc3c2c1,107,0.3
Cc1ccc(NC(=O)Cn2ncn3c(cc4ccccc43)c2=O)cc1C,106,0
CC1CCCC(C)N1C(=O)CSc1nc(N)c(-c2ccccc2)c(=O)[nH]1 (stereo unspecified),102,0.2
CCOC(=O)c1c(C)oc2nc(C)nc(N(C)Cc3ccccc3)c12,102,-0.8
CCn1c(=O)cc(OCC(=O)NCCCN2CCN(c3cccc(Cl)c3)CC2)c2ccccc21,101,0
O=C(Nc1cc(C(F)(F)F)cc(C(F)(F)F)c1)C1CC1,101,0
CCCOC(=O)C(C)Sc1n[nH]c(=O)[nH]c1=O (stereo unspecified),95,-2
CCOC(=O)C1CCCN(CC(O)COc2ccc(OC)cc2C(C)(C)C)C1 (stereo unspecified),97,-0.7
COc1ccc(CCNC(=O)c2ccc(S(=O)(=O)N3CCCC3)cc2)cc1,106,0.4
COc1cccc(OCCSc2nc3ccccc3n2CC(=O)N2CCCCC2)c1,111,0.8
CS(=O)(=O)/C(C#N)=C/c1cccn1-c1ccc(OC(F)(F)F)cc1,108,0.7
CC(C)OC(=O)Cn1c2ccccc2c2nc3ccccc3nc21,102,-0.2
CCOc1ccc(OCC)c(NC(=O)C2CCCN(S(=O)(=O)c3cc(Br)cc4c3N(C(=O)CC)CC4)C2)c1 (stereo unspecified),101,-1.5
CSc1ccc(CCNC(=O)CCc2c(C)nc3c(-c4ccccc4)c(C)nn3c2C)cc1,110,0.8
CN(C(=O)c1cccc(S(=O)(=O)N(C)C)c1)C1CCCCC1,106,0.8
Cc1ccc(-c2nc3ncccc3o2)cc1NC(=S)NC(=O)c1oc2ccccc2c1C,100,0
Cn1c(CS(=O)(=O)c2ccccc2)c(C#N)c2ccccc21,99,-0.5
CCCCCCCCCCCCCCC[C@@H](O)[C@H](CO)NC(=O)CCCCCCC,105&101,1.5&0.3
Cn1c(Cc2ccccc2)nnc1SC1CCOC1=O (stereo unspecified),106,0.4
O=C(CN1CCC(NC(=O)c2ccccc2)CC1)NCc1ccccc1F,100,-0.6
O=C(NC1CCOC1=O)c1ccc(COc2ccc3ccccc3c2)o1 (stereo unspecified),104,0.7
COc1ccc(-c2nc(Cn3c(SCc4cc(C)ccc4C)nc4ccncc43)c(C)o2)cc1,102,-0.3
Cc1ccc(C(=O)N2CCc3ccccc32)cc1,103,0.3
Cc1ccc(Cl)cc1-n1c(=O)c2sc3ccccc3c2n(CC(=O)NC2CCCCC2)c1=O,100,-1.5
CNC(=O)c1c(NC(=O)c2ccc(S(=O)(=O)N3CCCCC3C)cc2)sc2c1CCC2 (stereo unspecified),104,-0.8
Cc1ccc(OCc2nnc(SCC(=O)NC3CCCCC3)n2C(C)C)c(C)c1,100,-0.9
COc1ccc(C2OC(=O)Cc3cc(OC)c(OC)cc32)cc1OC (stereo unspecified),100,0.1
O=C(CCC(=O)Nc1ccccc1)NN=C1CCCCC1,99,-0.3
CC(C)/C=C1\CC/C(=C\c2ccc(Cl)cc2)C1=O,99,-0.1
COc1cc2c(cc1OC)C(COc1cc(C)cc(C)c1)N(C(C)=O)CC2 (stereo unspecified),99,-0.5
Fc1ccc(N2CCN(c3ncnc4[nH]ncc34)CC2)cc1,107,0.1
Cc1[nH]c(C)c(Cl)c(=O)c1Cl,98,-0.2
CCN(CC)S(=O)(=O)c1ccc2oc(SCC3CN=C(c4ccc(OC)cc4)S3)nc2c1 (stereo unspecified),96,-0.6
O=C(Nc1ccc(O)c(-c2nc3ccccc3o2)c1)c1sc2ccccc2c1Cl,107,0.2
COc1cccc(NC(=O)Cc2ccc3c(c2)OCCO3)c1,105,0.3
COc1ccc(OC)c(S(=O)(=O)NCCS(=O)(=O)N2CCN(c3ccccc3)CC2)c1,106,-0.1
NC(=O)Cc1nc(-c2ccc(Br)cc2)cs1,110,0.8
Cc1ccc(CCC(=O)O)o1,97,-0.3
O=C(O)c1cc2c(s1)-c1ccccc1CC2,99,-0.2
COc1ccccc1Cc1nc2ccccc2nc1SCC(=O)Nc1c(C)cccc1C,105,-0.3
Cn1cc(S(=O)(=O)N2CCc3ccccc32)cc1C(=O)N1CCCCCC1,101,-0.5
Cc1onc(-c2ccccc2)c1-c1ccnn1C(=O)c1ccc(Cl)cc1,102,-0.5
O=S(=O)(NC1CCCc2ccccc21)c1ccc(-n2cccn2)cc1 (stereo unspecified),101,-0.5
CCc1nn(CC(=O)N2CCN(c3cccc(C)c3C)CC2)c(=O)c2cc3occc3n12,98,-1.2
CCCCNC(=O)N1CCN(c2ccnc3cc(Cl)ccc23)CC1,102,0.1
COc1ccccc1OC/C(O)=C(\C#N)c1nc2ccccc2[nH]1,102,0
COc1cc(CN2CC=C(c3ccc(F)cc3)CC2)cc2c1OCO2,100,-0.2
CCc1nonc1NC(=O)c1ccccc1,103,0.4

Next records
Under each structure: Polio RdRp inh	Polio RdRp inh FP z-score
> CC(C)NC(=O)COc1ccc(Cl)cc1Cl
    100	-0.1
> N#CC1=C(NC(=O)c2ccc(Cl)c(Cl)c2)CCC1
    101	-0.4
> Cc1n[nH]c(C)c1CC(=O)NCCc1ccccc1
    101	0.3
> O=C(NC1CCCCCC1)c1csc2c1CCCC2
    100	-0.8
> COc1ccc(S(=O)(=O)N(CC(=O)NC2CC2)Cc2ccccc2)cc1
    102	0.1
> CC(Oc1ccccc1F)C(=O)NC1CCS(=O)(=O)C1 (stereo unspecified)
    101	-0.1
> COc1ccc(-c2nn(-c3ccc(C)c(Cl)c3)c3c2cnc2ccc(F)cc23)cc1OC
    98	-1.8
> O=C(c1cnn(-c2nc3ccccc3s2)c1)c1ccccc1O
    104	0.1
> C=CCN1C(=O)/C(=C2\SC(C)=C(C)N2c2nccs2)S/C1=N\S(=O)(=O)c1ccccc1
    105	0.3
> Clc1ccc(-c2ccn[nH]2)cc1
    103	0

Reformatted as labelled records: part of the list above
Cc1n[nH]c(C)c1CC(=O)NCCc1ccccc1
- Polio RdRp inh: 101
- Polio RdRp inh FP z-score: 0.3

O=C(NC1CCCCCC1)c1csc2c1CCCC2
- Polio RdRp inh: 100
- Polio RdRp inh FP z-score: -0.8

COc1ccc(S(=O)(=O)N(CC(=O)NC2CC2)Cc2ccccc2)cc1
- Polio RdRp inh: 102
- Polio RdRp inh FP z-score: 0.1

CC(Oc1ccccc1F)C(=O)NC1CCS(=O)(=O)C1 (stereo unspecified)
- Polio RdRp inh: 101
- Polio RdRp inh FP z-score: -0.1

Continuation.
Under each structure: Polio RdRp inh	Polio RdRp inh FP z-score
> CC(O)CNc1nc2ccccc2n1CC(=O)NC(C)C(C)C (stereo unspecified)
    104	0.4
> Cn1c(=N)n(CC(=O)c2ccco2)c2ccccc21
    101	0
> COc1ccc(-c2nn(CN3CCCC3)c(=S)n2CC(C)C)cc1
    105	0.2
> O=C(NC1CCS(=O)(=O)C1)c1ccccc1C(=O)c1ccccc1 (stereo unspecified)
    102	-0.2
> COc1ccc(CCNC(=O)CCn2c(=O)c3ccccc3n(Cc3cc(C)ccc3C)c2=O)cc1OC
    104	-0.7
> CCSc1ccc2nnc(-c3ccc(OC)cc3)n2n1
    102	-0.2
> O=C(Nc1ccc(F)cc1)N1CCN(c2ccc3nnc(-c4ccccc4)n3n2)CC1
    100	-0.3
> O=C(NC1CCCC1)c1ccc2c(=O)n(Cc3ccco3)c(=O)n(Cc3cccc(Cl)c3)c2c1
    99	-0.6
> COc1ccc(S(=O)(=O)N(Cc2cc3cc4c(cc3[nH]c2=O)OCCO4)C2CCCC2)cc1
    103	0.2
> CCc1cccc(NC(=O)c2c(N3CCCC3=O)c3cc(C)ccc3n2C)c1
    99	-2
> Cc1c(OCc2ccc(C(=O)O)o2)ccc2c(-c3ccccc3)cc(=O)oc12
    103	0.2
> O=C1N=C(N2CCCCC2)S/C1=C\c1cccs1
    107	0.2
> CC(=O)Nc1cccc(-c2csc(Nc3cccc(O)c3)n2)c1
    101	-0.5
> COc1ccccc1NC(=O)C(C)Nc1ccccc1SC (stereo unspecified)
    100	-0.2
> CCOc1ccc(C(=O)Nc2ccc3oc(-c4cccnc4)nc3c2)cc1
    107	0.7
> CC(=O)Oc1ccc(OC(C)=O)c(S(=O)(=O)c2ccc(Cl)c(Cl)c2)c1
    104	0.6
> CC1CN=C(N(C(=O)Nc2ccccc2)c2cccc(C(F)(F)F)c2)S1 (stereo unspecified)
    99	-0.6
> Cc1ccc(OC(=O)c2cc3c(C)nn(-c4ccccc4)c3s2)cc1
    100	-0.4
> CCN(CC)Cc1ccc(NC(=O)c2cccc(C)c2)cc1
    102	0.7
> Cc1ccc(Nc2c(-c3ccc(N4CCOCC4)cc3)nc3c(C)cccn23)cc1
    101	-1.2
> CCN(Cc1ccncc1)C(=O)CC1(CC(=O)O)CCCC1
    102	-0.2
> Cc1cc(C)nc(SC2=C(Nc3ccc(O)cc3)C(=O)N(Cc3ccccc3)C2=O)n1
    101	-0.1
> CCN(Cc1nnc(-c2ccccc2)o1)C1CCCCC1
    101	0
> COC(=O)c1nc(S(C)(=O)=O)ncc1Cl
    96	-0.4
> CCN(CC)CCCNC(=O)C1CCN(S(=O)(=O)CC)CC1
    104	-1.5
> CCCNc1c(NS(=O)(=O)c2ccc3[nH]c(=O)oc3c2)c(=O)oc2ccccc12
    101	0
> CCOc1ccc(C)cc1S(=O)(=O)n1c(C)nc2ccccc21
    101	0
> O=C(N/C(=C\c1ccc(F)cc1)C(=O)N1CCOCC1)c1ccccc1
    103	0.3
> Cc1ccc(C)n1-c1ccc(-n2cccc2)cc1
    102	-0.1
> Nn1c(C(=O)NCc2cccnc2)nc2ccccc2c1=O
    101	-0.3
> CCc1cc2c(cc3c(=O)n(CC(=O)NC(C)c4ccccc4)ncn32)s1 (stereo unspecified)
    105	-0.5
